Assay outcomes as filed in PubChem.
Mcl1 Bid PPI: disrupts binding of human Mcl-1 to Bid peptide | Q07820 | TR-FRET Mcl-1/Bid-Dy647 peptide binding, 1536-well | inhibition, % at 21.7 µM | hit rate 0.97% among 220,000;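 active = compounds that cut the binding signal by more than half at the single screening dose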;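 also: His-tagged Mcl-1 with europium anti-His antibody binding Bid BH3 peptide; 0% = Mcl-1 plus peptide wells and 100% = peptide-only wells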
Target sequence (Q07820 whole entry, looked up): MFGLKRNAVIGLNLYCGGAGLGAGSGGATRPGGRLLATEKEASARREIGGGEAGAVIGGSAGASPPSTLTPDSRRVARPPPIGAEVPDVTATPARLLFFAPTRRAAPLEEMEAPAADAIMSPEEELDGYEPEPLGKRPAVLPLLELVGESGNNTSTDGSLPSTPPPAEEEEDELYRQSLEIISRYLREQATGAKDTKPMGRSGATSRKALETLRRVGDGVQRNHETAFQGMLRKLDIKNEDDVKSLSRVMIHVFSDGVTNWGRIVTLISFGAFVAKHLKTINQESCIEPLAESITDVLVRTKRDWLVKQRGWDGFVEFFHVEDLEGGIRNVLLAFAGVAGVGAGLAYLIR
HRas wt GTP: human HRas wildtype GTP binding, change in either direction. GST-Ras wt beads, Bodipy-FL-GTP binding, flow cytometry; actives lie on both sides. hit rate 0.14% among 190,000. P01112. GTP binding activity, % at 10 µM. AID 759;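 active = GTP binding activity at least 20% away from the 100% baseline, either lowered as inhibitor or raised as activator; inconclusive = flagged as likely green fluorescent, judged across all proteins in the well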;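 also: 0% = unlabeled GTP competition control and 100% = no-compound control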
Target sequence (P01112 whole entry, looked up): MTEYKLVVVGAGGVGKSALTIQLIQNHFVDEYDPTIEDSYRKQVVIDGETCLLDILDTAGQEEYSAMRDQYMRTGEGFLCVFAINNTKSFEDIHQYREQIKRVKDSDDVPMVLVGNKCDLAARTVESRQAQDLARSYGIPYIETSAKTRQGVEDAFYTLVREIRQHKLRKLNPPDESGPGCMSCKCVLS
Rac1 mut GTP: alters GTP binding to activated mutant human Rac1 | GST-Rac1 activated beads, fluorescent GTP binding, flow cytometry; actives lie on both sides; 100% means binding = to untreated wells | percent activity (GTP binding), % at 10 µM | hit rate 0.11% among 190,000 | AID 764;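 active = GTP binding at least 20 percentage points away from the 100% baseline, in either direction, so actives lie on both sides; inconclusive = Compound likely fluorescent itself, or too few beads counted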
Rab2 wt GTP: changes GTP binding to wildtype dog Rab2A, up or down; P61105; GST-Rab2 wt beads, Bodipy-GTP binding, flow cytometry; GTP binding activity, % at 10 µM; hit rate 0.19% among 190,000; AID 760;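 active = GTP binding activity at least 20 points away from 100%, either lowered or raised; inconclusive = signal likely due to the compound's own green fluorescence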;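 also: 0% = beads with excess unlabeled GTP and 100% = no-compound control corrected for plate trend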
Cdc42 wt GTP: modulators (inhibitors or activators) of GTP binding to human Cdc42 wildtype | P60953 | GST-Cdc42 beads, Bodipy-GTP binding, flow cytometry; actives lie on both sides | percent activity (GTP binding), % at 10 µM | hit rate 0.2% among 190,000;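 active = percent activity GTP binding at least 20 points away from the 100% baseline, either down as inhibitor or up as activator; inconclusive = compound flagged as likely green fluorescent from well-wide comparison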;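 also: median bead fluorescence of bound Bodipy-FL-GTP at 100 nM; 0% = excess unlabeled GTP control and 100% = no compound control; below 100% means less GTP binding so inhibitor and above means activator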
Target sequence (P60953 whole entry, looked up): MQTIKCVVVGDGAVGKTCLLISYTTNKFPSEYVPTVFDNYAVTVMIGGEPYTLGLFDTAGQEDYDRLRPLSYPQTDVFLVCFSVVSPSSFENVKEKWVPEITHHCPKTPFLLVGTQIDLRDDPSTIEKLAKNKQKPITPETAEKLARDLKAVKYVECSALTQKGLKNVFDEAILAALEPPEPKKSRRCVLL
Pf gametocyte: kills late stage P. falciparum gametocytes | P. falciparum stage V gametocytes, ATP luminescence, 24 h | inhibition, % at 10.9 µM | hit rate 0.065% among 150,000;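 active = inhibition above the mean plus 3 SD of compounds within the control limits, set per campaign, cut at about 38% in these data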;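 also: 0% = DMSO wells and 100% = medium only without gametocytes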
Avidin fluor: avidin bead compound fluorescence profile; Avidin beads, compound fluorescence 488/530 nm, flow cytometry; stronger effect = higher value; AID 1775; hit rate 0.38% among 220,000; fluorescence (KMESF) at 10 µM; in the data active = fluorescence above about 47; also: inactives centre near 10
Bim-Mcl-1: inhibitors of Bim-Mcl-1 interaction, human. Bead-based flow cytometry, Bim peptide-Mcl-1 binding. inhibition, % at 10 µM. hit rate 0.1% among 190,000. AID 1009; in the data active = inhibition above about 40%;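 also: 0% = no compound tracer wells and 100% = peptide blocker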
Rab7 wt modul: dog Rab7 wildtype GTP binding, inhibitors and activators; GST-Rab7 beads, fluorescent GTP binding, flow cytometry; actives lie on both sides; untreated = 100%, excess cold GTP = 0%; GTP binding activity (percent of control), % at 10 µM; hit rate 0.055% among 190,000;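 active = fluorescent GTP binding to Rab7 beads changed by at least 20 points from the 100% baseline, either direction, mostly lower; inconclusive = compound itself probably fluorescent, or too few beads counted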;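 also: median green fluorescence of bound Bodipy-FL-GTP per Rab7 bead population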
Rac1 wt GTP bind: modulators of human Rac1 wildtype GTP binding; hit rate 0.27% among 190,000; GST-Rac1 beads, fluorescent GTP binding, flow cytometry; actives lie on both sides; 0 = cold GTP competed, 100 = untreated; GTP binding activity (% of control), % at 10 µM; P63000;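 active = GTP binding activity at least 20 points away from the 100% control level, either lower or higher; inconclusive = compound flagged as likely green fluorescent, judged across all proteins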
Mcl1-Noxa inh: Mcl-1/Noxa interaction inhibition | TR-FRET Mcl-1/Noxa peptide binding, 2 h | Q07820 | hit rate 1.5% among 220,000 | inhibition, % at 21.7 µM | AID 1022;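 active = compounds that cut the protein-peptide binding signal by more than 50% relative to plate controls in a single-dose test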;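 also: His-tagged Mcl-1 with rhodamine Noxa BH3 peptide and terbium anti-His antibody; 0% = Mcl-1 plus Noxa peptide wells and 100% = peptide-only wells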
Numbers without * were called inactive; ? = inconclusive; . = not tested or not shown; [ ] = dose if it differs, or a comment.

SMILES	Mcl1 Bid PPI	HRas wt GTP	Rac1 mut GTP	Rab2 wt GTP	Cdc42 wt GTP	Pf gametocyte	Avidin fluor	Bim-Mcl-1	Rab7 wt modul	Rac1 wt GTP bind	Mcl1-Noxa inh
COc1ccc(N(C(=O)c2ccccc2OC)C2C=CS(=O)(=O)C2)c(OC)c1 (centres undefined)	-18	96	95	94	95	9	6	2	97	97	15
Cc1cc(C(=O)N2CCc3ccccc32)c2ccccc2n1	-13	102	98	100	102	-10	4	19	103	102	6
CCn1nnnc1SCC(=O)c1cccc(OC)c1	-4	103	99	99	104	-9	6	17	101	110	16
CC(C)(C)NC(=O)NC(=O)COC(=O)CNS(=O)(=O)c1ccc(Br)cc1Cl	2	100	98	100	100	10	12	2	104	101	21
CCCn1c(=O)[nH]c(=O)c2c1nc(-c1ccc3c(c1)OCCO3)n2CCN1CCOCC1	27	101	100	100	103	.	37	-2	96	103	15
O=C(NC1CCSC1=O)c1cccc(Cl)c1 (centres undefined)	-9	97	98	99	97	-1	10	0	94	100	-5
Fc1ccccc1COc1ccccc1/C=N/Nc1nc(N2CCCC2)nc(N2CCCC2)n1	-9	98	99	97	95	.	13	-8	100	100	9
C=CCN(C(=O)Cn1ncc2c1-c1cc(C)ccc1OC2)c1ccccc1	-17	99	98	99	104	.	6	0	100	103	2
O=C1c2ccccc2C(=O)C1c1ccncc1	-12	92	94	90	99	-23	5	4	95	97	32
CCC1(CC)NC(=S)N(Nc2ccccc2)C1=O	-14	102	100	99	102	.	13	-1	97	102	8
Cc1cc(Cl)ccc1NC(=S)NCc1ccccc1	11	98	96	96	98	.	28	-5	99	97	8
CN(C)S(=O)(=O)Nc1ccccc1F	-37	?	?	?	?	0	9	0	?	?	-7
O=C(Nc1ccccc1)c1cccc(-c2nnc(-c3ccccc3)o2)c1	-64	89	96	90	88	.	12	-2	92	93	-14
COc1ccc(N2CCN(c3oc(COc4ccc(Cl)cc4)nc3C#N)CC2)cc1	-22	102	99	100	99	.	13	-2	98	99	2
COc1ccc(CCNC(=O)c2ccc3c(=O)n(Cc4ccco4)c(=S)[nH]c3c2)cc1OC	-43	100	100	100	102	.	32	-3	100	102	29
Cc1ccc(C(=O)NC(O)C(Cl)Cl)cc1 (centres undefined)	-4	102	99	101	99	-24	2	-4	99	106	1
Fc1ccccc1N1CCN(C(c2ccccn2)c2nnnn2C2CCCCC2)CC1 (centres undefined)	-43	98	100	100	100	.	6	-5	96	104	-2
COC(=O)C(C)N(C(=O)c1cccc(Cl)c1)c1c(C)cccc1C (centres undefined)	-8	102	98	99	100	.	12	-1	102	102	5
CC(C)(C)c1ccc(-c2n[nH]c(=S)n2C2CCCC2)cc1	0	101	99	99	101	16	11	-2	98	104	21
C#CC1(NC(=O)N(C)C)CCCCC1	-3	?	?	?	?	-9	5	-2	?	?	19
C/C(=C\C(=O)c1ccc(Br)cc1)NCc1ccccc1	-59	101	100	101	105	13	16	-6	100	107	4
CCC(C)(C)n1nnnc1C(c1ccc(F)cc1)N1CCC(C(N)=O)CC1 (centres undefined)	1	99	98	100	101	-30	11	6	105	103	14
Cn1c(NC(=O)c2ccccc2)c(-c2cccs2)c(=O)c2ccccc21	-11	101	97	100	99	.	8	2	101	105	14
CN(C(=O)c1ccccc1Cl)C1CCCCC1	-16	99	96	98	97	.	8	-3	99	99	-13
Nc1ccc2oc(CCc3ccccc3)nc2c1	-8	106	104	103	107	.	32	-1	102	106	18
CCn1cc([N+](=O)[O-])c(C(=O)N2N=C3/C(=C/c4cccs4)CCCC3C2c2cccs2)n1 (centres undefined)	-8	99	100	98	100	8	4	-2	97	104	6
CC(NC(=O)C1CCC(CNc2c(N3CCOCC3)c(=O)c2=O)CC1)c1ccccc1 (centres undefined)	-26	95	96	91	93	.	6	5	94	94	10
O=C(O)c1cccc(N2C(=O)/C(=C/c3ccc([N+](=O)[O-])cc3)C=C2c2ccccc2)c1	-3	91	87	92	91	-2	10	-5	96	90	53*
CC(=O)c1ccc(NC(=O)C(C)N(C)CC(=O)Nc2ccc(N3CCOCC3)cc2)cc1 (centres undefined)	-22	97	96	98	96	11	12	0	95	97	18
CCOC(=O)Cc1csc(NC(=O)CSc2cc(Cl)ccc2Cl)n1	-4	99	96	98	98	7	14	-3	98	100	20
O=C(CCNS(=O)(=O)c1cccc2nsnc12)N1CCN(c2ccccn2)CC1	-45	107	109	110	122*[activator]	.	10	-1	104	138*[activator]	-1
O=C(NC(Nc1ccccn1)C(Cl)(Cl)Cl)c1ccccc1 (centres undefined)	4	96	95	96	92	2	8	-2	96	93	17
Cc1ccc(C)c(-n2c(CNc3ccc(F)cc3)nnc2SCC(N)=O)c1	-13	96	92	94	95	-8	9	-6	95	90	.
COc1ccc(C2C(C(C)=O)=C(C)N=c3s/c(=C\c4ccco4)c(=O)n32)c(OC)c1 (centres undefined)	-53	100	99	99	99	8	4	-1	97	101	4
COc1ccc(/C=N/NC(=O)c2cc(-c3ccc4c(c3)OCO4)n[nH]2)cc1OC	-10	97	100	96	100	-19	21	-3	95	98	17
Cc1cc(C(=O)COC(=O)CC2Sc3ccccc3NC2=O)c(C)n1-c1ccccc1 (centres undefined)	-26	98	97	95	97	-18	5	0	99	101	-10
CC(C)(CO)NS(=O)(=O)c1ccc2c(c1)oc(=O)c1cc(S(=O)(=O)NC(C)(C)CO)ccc12	-3	103	99	99	102	-19	10	1	98	101	30
CC1(C)Cc2c(c(-c3ccco3)nc3sc4c(NCCO)ncnc4c23)CO1	6	103	101	105	99	.	16	3	100	102	54*
CC(C)(O)C#Cc1ccc(C(=O)N2CCC(C(N)=O)(N3CCCCC3)CC2)cc1	-16	100	98	101	102	.	33	-6	101	107	-5
CC1CCN(C(=O)c2ccc(-n3cnnn3)cc2)CC1	0	98	95	98	97	-3	22	-4	94	101	-15
CN(C)/C=C1/NC(=S)NC1=O	-13	91	92	93	91	-16	8	0	95	96	15
N#Cc1c(C(F)(F)F)cc(-c2ccc(F)cc2)nc1SCC(=O)O	-5	91	85	86	88	.	12	-4	92	91	22
Cc1cc(SC(C)C(=O)Nc2c(C)n(C)n(-c3ccccc3)c2=O)nc2ccccc12 (centres undefined)	-15	97	91	94	99	.	42	-4	98	95	18
CC(C)CC(=O)Nc1cc(NC(=O)CC(C)C)cc(C(=O)NC(C)(C)C)c1	-27	99	100	100	101	12	10	0	97	105	5
CCC(C)(C)n1nnnc1C(c1ccc(C)cc1)N1CCC(C)CC1 (centres undefined)	13	97	94	95	95	20	33	-1	98	97	-1
Cn1cccc1Cc1nnc(SCC(=O)NC2CCCCC2)n1CCc1ccccc1	-32	102	100	102	107	.	5	0	103	110	-4
O=C(Cn1nc(Cc2ccncc2)c2ccccc2c1=O)N1CCN(C(=O)c2ccco2)CC1	-21	96	97	99	97	.	6	0	101	96	-4
CCOC(=O)CSC1=N/C(=C\c2cc(OC)c(OC)c(OC)c2)C(=O)N1C	-27	104	102	101	104	5	8	-3	102	108	1
CC(C)(C)CNc1cc(N2CCOCC2)ccc1[N+](=O)[O-]	-34	98	96	97	100	-14	20	-2	98	101	-4
COC(=O)C(Cc1cnc(Cl)s1)(C(=O)OC)c1ccc(C(F)(F)F)cc1[N+](=O)[O-]	-7	105	103	103	106	.	11	-2	102	110	24

Molecules from the list above that contain a nitro group on carbon (4):
SMILES	Mcl1 Bid PPI	HRas wt GTP	Rac1 mut GTP	Rab2 wt GTP	Cdc42 wt GTP	Pf gametocyte	Avidin fluor	Bim-Mcl-1	Rab7 wt modul	Rac1 wt GTP bind	Mcl1-Noxa inh
CCn1cc([N+](=O)[O-])c(C(=O)N2N=C3/C(=C/c4cccs4)CCCC3C2c2cccs2)n1 (centres undefined)	-8	99	100	98	100	8	4	-2	97	104	6
O=C(O)c1cccc(N2C(=O)/C(=C/c3ccc([N+](=O)[O-])cc3)C=C2c2ccccc2)c1	-3	91	87	92	91	-2	10	-5	96	90	53*
CC(C)(C)CNc1cc(N2CCOCC2)ccc1[N+](=O)[O-]	-34	98	96	97	100	-14	20	-2	98	101	-4
COC(=O)C(Cc1cnc(Cl)s1)(C(=O)OC)c1ccc(C(F)(F)F)cc1[N+](=O)[O-]	-7	105	103	103	106	.	11	-2	102	110	24

(more compounds)
SMILES	Mcl1 Bid PPI	HRas wt GTP	Rac1 mut GTP	Rab2 wt GTP	Cdc42 wt GTP	Pf gametocyte	Avidin fluor	Bim-Mcl-1	Rab7 wt modul	Rac1 wt GTP bind	Mcl1-Noxa inh
CCOC(=O)Cn1nnnc1C(CC)N(Cc1cc2ccc(C)cc2[nH]c1=O)C1CCCC1 (centres undefined)	-6	103	100	103	105	.	35	0	102	101	3
CC1CCN(C(=O)COC(=O)c2ccccc2NC(=O)c2ccco2)CC1	-33	97	98	95	97	15	10	4	96	103	10
Cc1cccc(NC(=S)N(C)C2CCCCC2)c1	-21	100	97	97	99	11	13	-1	105	102	2
Cc1cccc(COCC(Cc2ccccc2)N2CCN(C(=O)c3cc(Cl)cc(Cl)c3)CCC2=O)c1 (centres undefined)	21	102	98	98	102	.	22	-3	100	105	-6
COc1ccccc1N(CC(=O)NCc1ccc(F)cc1)C(=O)CCC(=O)Nc1ccccn1	16	95	94	96	96	-3	11	0	95	101	-4
CCOc1ccccc1NC(=O)CCN1CCN(S(=O)(=O)c2ccc(OC)cc2)CC1	-9	100	99	102	104	6	21	-9	104	105	10
